TROY signal inh: blocks TROY-dependent signaling in reporter cells | Q293 LMP1-TROYcd NF-kB luciferase reporter, 4 h | inhibition, % at 10 µM | 360,000 tested, 0.98% active | AID 1347056;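 active = compounds whose plate-normalised and pattern-corrected inhibition of the luciferase reporter signal at the single screening dose is 50% or more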
KKLEB cytotox: reduces viability of KKLEB cystic fibrosis airway cells; 360,000 tested, 0.36% active; KKLEB CF airway cells viability, ATPlite luminescence, overnight; active compounds read low; cells stimulated with P. aeruginosa culture filtrate; activity change (cytotoxicity), % at 5 µM;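 active = corrected activity change at or below -50% at 5 µM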
NR2E3 ag-1: agonists of human nuclear receptor NR2E3 | AID 2300 | GST-NR2E3/biotin-RetCOR TR-FRET, 1536-well | inhibition of corepressor binding, % at 4.78 µM | Q9Y5X4 | 320,000 tested, 0.12% active;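 active = percent inhibition above the cutoff of mean plus 3 SD of all tested compounds, set per screening campaign, cut at about 20% in these data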;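 also: 0% = DMSO wells and 100% = biotin wells as full block of FRET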
Target sequence (Q9Y5X4 whole entry, looked up): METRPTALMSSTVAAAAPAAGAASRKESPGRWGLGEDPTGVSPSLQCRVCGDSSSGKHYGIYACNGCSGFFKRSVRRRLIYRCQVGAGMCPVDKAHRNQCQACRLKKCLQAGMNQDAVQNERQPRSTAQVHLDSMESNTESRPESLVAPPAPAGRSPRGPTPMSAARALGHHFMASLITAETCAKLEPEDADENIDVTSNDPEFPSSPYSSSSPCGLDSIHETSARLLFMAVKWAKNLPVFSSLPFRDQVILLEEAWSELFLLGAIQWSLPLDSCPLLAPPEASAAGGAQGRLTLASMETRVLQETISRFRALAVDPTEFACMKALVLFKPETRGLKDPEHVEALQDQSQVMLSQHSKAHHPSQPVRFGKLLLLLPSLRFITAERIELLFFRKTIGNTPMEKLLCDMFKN
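Material: NR2E3–RetCOR corepressor complex / Amount: 1.35 nM GST-NR2E3 / Medium: Tris pH 7.5 / Compound: single nominal compound dose of 4.8 µM / Incubation: 5 h at 4 °C / Technique: TR-FRET, Eu(K)-anti-GST donor, streptavidin-D2 acceptor, ex 340, em 617/671 nm / Read-out basis: percent loss of FRET ratio relative to control wells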
Shn3 inh set2: inhibitors of Schnurri-3 3'UTR reporter in osteoblasts; 360,000 tested, 0.52% active; AID 588674; Clone20 osteoblast Shn3 3'UTR firefly luciferase, 24 h; inhibition, % at 12.5 µM;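 active = mean inhibition of at least 75% with every replicate also reaching 75%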;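 also: 0% = median of neutral control wells and 100% = pilot-screen positive control compound; some compounds past the cut are filed as inactive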
CF NFkB inh: inhibitors of cystic fibrosis induced NF-kB. KKLEB NF-kB-GFP reporter, PAF-induced, GFP fluorescence overnight. inhibition, % at 5 µM. 360,000 tested, 0.86% active;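 active = at least 50% inhibition at 5 µM, scaled per plate between neutral and stimulator controls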;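 also: PAF is a Pseudomonas aeruginosa culture filtrate used as stimulus; plate controls were PAF-stimulated DMSO wells for no effect and unstimulated DMSO wells for full effect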
HIF-2a block: HIF-2a inhibition | inhibition, % at 18.8 µM | 360,000 tested, 0.72% active | 786-0 RCC cells HIF-2a reporter, luciferase luminescence, overnight | AID 624352;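 active = inhibition of the luminescence signal of 40% or more relative to plate controls, in a single-dose primary screen at 18.75 µM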
NR2E3 ag-2: agonists of human NR2E3 nuclear receptor. Q9Y5X4. CHO-S Gal4-NCOR/VP16-NR2E3 two-hybrid, luciferase. inhibition of corepressor binding, % at 3.98 µM. 360,000 tested, 0.35% active. AID 602229;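 active = inhibition above the mean of all tested compounds plus 3 SD, cut at about 70% in these data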;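 also: 0% = DMSO with NR2E3 transfected cells and 100% = cells lacking NR2E3 construct; higher means lower luciferase signal from less NR2E3 corepressor binding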
Peg3 prom inh: reduces Peg3 promoter-driven luciferase expression in HeLa | inhibition, % at 20 µM | AID 588405 | HeLa PEG-Prom luciferase reporter, luminescence, overnight | 360,000 tested, 1.7% active;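 active = inhibition of at least 50% at 20 µM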
C8 TRAIL sens: caspase-8 TRAIL sensitization | NB7+C8 cells + TRAIL, ATPlite viability luminescence | 360,000 tested, 1% active | inhibition (viability loss, TRAIL sensitization), % at 10 µM;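 active = compounds causing at least 50% loss of cell viability in the single-dose screen, relative to plate controls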
TWEAK-Fn14 inh: TWEAK-Fn14 signaling inhibition. TWEAK-stimulated Fn14 reporter cells, luciferase luminescence, 8 h. inhibition, % at 10 µM. 360,000 tested, 2% active. AID 1159606; in the data active = inhibition above about 50%
MITF TRPM1 inh: reduces MITF-dependent TRPM1 promoter luciferase signal; inhibition, % at 12.5 µM; SK-MEL-5 TRPM1 promoter luciferase, 24 h; 330,000 tested, 0.83% active; AID 488899;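 active = mean inhibition across replicates of 60% or more, whatever share of single replicates reaches that level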; also: values of inactives mirror those of a sister screen read the other way
* hit, by the source's call; · = not tested or not shown. This is a subset; count on the stated rates, not on these rows.

Preview (4 entries):
nr	smiles	TROY signal inh	KKLEB cytotox	NR2E3 ag-1	Shn3 inh set2	CF NFkB inh	HIF-2a block	NR2E3 ag-2	Peg3 prom inh	C8 TRAIL sens	TWEAK-Fn14 inh	MITF TRPM1 inh
1	CCC(C(=O)NCCCN1CCN(C)CC1)n1nc(C)n2c(cc3occc32)c1=O (stereo not given)	5	14	3	5	-13	17	4	-6	-16	-13	-4
2	CN(CC(=O)Nc1ccc(Cl)cc1)C(=O)c1ccc(N2CCCC2=O)cc1	-24	-11	0	-30	5	-116	-18	-55	1	-10	-51
3	Nc1nnc(SCC(=O)OCC(=O)c2ccccc2)s1	-8	11	-2	-17	-7	8	-44	-1	0	6	8
4	N#Cc1ccc(-c2nc3c4ccccc4ccn3c2Cc2cccc(Cl)c2)cc1	-29	-9	·	6	-24	-25	-17	-14	7	6	·

The listing (from the top)
nr	smiles	TROY signal inh	KKLEB cytotox	NR2E3 ag-1	Shn3 inh set2	CF NFkB inh	HIF-2a block	NR2E3 ag-2	Peg3 prom inh	C8 TRAIL sens	TWEAK-Fn14 inh	MITF TRPM1 inh
1	CCC(C(=O)NCCCN1CCN(C)CC1)n1nc(C)n2c(cc3occc32)c1=O (stereo not given)	5	14	3	5	-13	17	4	-6	-16	-13	-4
2	CN(CC(=O)Nc1ccc(Cl)cc1)C(=O)c1ccc(N2CCCC2=O)cc1	-24	-11	0	-30	5	-116	-18	-55	1	-10	-51
3	Nc1nnc(SCC(=O)OCC(=O)c2ccccc2)s1	-8	11	-2	-17	-7	8	-44	-1	0	6	8
4	N#Cc1ccc(-c2nc3c4ccccc4ccn3c2Cc2cccc(Cl)c2)cc1	-29	-9	·	6	-24	-25	-17	-14	7	6	·
5	Cn1nc(C(=O)OCC(=O)c2ccc(Cl)cc2)c2ccccc2c1=O	-10	-10	·	-4	16	-4	-22	5	-12	7	0
6	COCc1cc(C)nc(SCC(=O)Nc2cccc(C)c2)c1C#N	12	-2	3	-2	-10	-30	-10	-25	2	-8	-11
7	CCOC(=O)c1csc(NC(=O)CSc2nnnn2-c2ccc(OCC)cc2)n1	1	-15	·	-3	5	17	2	8	-10	1	8
8	CCCCN(C(=O)CCNC(=O)NC12CC3CC(CC(C3)C1)C2)c1c(N)n(CCCC)c(=O)[nH]c1=O	11	-6	-3	16	29	4	-9	12	2	7	1
9	CC1CN(c2nnc(NC(=O)c3ccccc3)s2)CC(C)O1 (stereo not given)	-17	5	1	-8	4	-135	-52	-100	-10	-10	-38
10	Cc1nc(N2CCN(c3ccccn3)CC2)c2c(C)c(C(=O)Nc3ccc(F)cc3Cl)sc2n1	11	-25	1	-8	42	-82	-56	-20	7	15	-19

Molecules above that contain a cyano group, in the order listed:
nr	smiles	TROY signal inh	KKLEB cytotox	NR2E3 ag-1	Shn3 inh set2	CF NFkB inh	HIF-2a block	NR2E3 ag-2	Peg3 prom inh	C8 TRAIL sens	TWEAK-Fn14 inh	MITF TRPM1 inh
4	N#Cc1ccc(-c2nc3c4ccccc4ccn3c2Cc2cccc(Cl)c2)cc1	-29	-9	·	6	-24	-25	-17	-14	7	6	·
6	COCc1cc(C)nc(SCC(=O)Nc2cccc(C)c2)c1C#N	12	-2	3	-2	-10	-30	-10	-25	2	-8	-11

The list continues:
nr	smiles	TROY signal inh	KKLEB cytotox	NR2E3 ag-1	Shn3 inh set2	CF NFkB inh	HIF-2a block	NR2E3 ag-2	Peg3 prom inh	C8 TRAIL sens	TWEAK-Fn14 inh	MITF TRPM1 inh
11	Cc1ccc(N=C2C(=O)Nc3ccc(C)c(Br)c32)cc1	-24	6	0	-14	-13	3	-22	-12	-2	7	-2
12	O=[N+]([O-])c1ccc(C=NN=Cc2ccc([N+](=O)[O-])cc2)cc1	-21	-13	·	-6	0	-14	-19	-3	12	-19	-1
13	COc1cccc(C(=O)N2CCN(S(C)(=O)=O)CC2)c1	12	10	0	-12	-6	14	-11	3	-11	1	3
14	CCN(C[C@H]1N[C@@](CC)(C(=O)OC)[C@H]2C(=O)N(Cc3ccccc3)C(=O)[C@@H]12)C(=O)c1ccccc1	-5	17	·	-9	-21	6	-32	20	7	2	4
15	CCCCn1c(N)c(N(CCC(C)C)C(=O)C2=NN(c3ccccc3)C(=O)CC2)c(=O)[nH]c1=O	6	6	3	2	3	9	13	-6	-12	-4	1
16	CCC(CC)NC(=O)COC(=O)c1cccc(C)c1O	-14	0	0	-8	9	18	-16	6	-1	-2	-2
17	O=C1CCCC2=C1C(c1ccccc1)C1C(=O)c3ccccc3C1=N2 (stereo not given)	12	1	-11	-2	-12	22	-18	34	-11	31	-1
18	O=C(COc1ccc(Cl)cc1)NC1CC1	-3	-11	·	-1	-23	-26	12	-26	-1	-29	-12
19	CN1CCN(CCNC(=O)Cn2c(=O)c3cccn3c3ccc(F)cc32)CC1	-18	-4	-1	-16	-7	1	-1	9	-15	-11	-2
20	NC(=O)NC(CC(=O)N1CCc2ccccc2C1)c1ccc(Cl)cc1 (stereo not given)	1	-12	4	1	-8	8	-20	6	-5	32	9

Three of the entries above in order of the NR2E3 ag-1 value, ascending.
# | SMILES | NR2E3 ag-1 | Shn3 inh set2 | CF NFkB inh | HIF-2a block | NR2E3 ag-2 | Peg3 prom inh | TWEAK-Fn14 inh | MITF TRPM1 inh
17 | O=C1CCCC2=C1C(c1ccccc1)C1C(=O)c3ccccc3C1=N2 (stereo not given) | -11 | -2 | -12 | 22 | -18 | 34 | 31 | -1
19 | CN1CCN(CCNC(=O)Cn2c(=O)c3cccn3c3ccc(F)cc32)CC1 | -1 | -16 | -7 | 1 | -1 | 9 | -11 | -2
20 | NC(=O)NC(CC(=O)N1CCc2ccccc2C1)c1ccc(Cl)cc1 (stereo not given) | 4 | 1 | -8 | 8 | -20 | 6 | 32 | 9

Following part:
nr	smiles	TROY signal inh	KKLEB cytotox	NR2E3 ag-1	Shn3 inh set2	CF NFkB inh	HIF-2a block	NR2E3 ag-2	Peg3 prom inh	C8 TRAIL sens	TWEAK-Fn14 inh	MITF TRPM1 inh
21	CCCCOc1nc2c(c(=O)n(C)c(=O)n2C)n1C	-8	4	-1	-5	-3	8	-1	8	-2	14	8
22	CSc1nc(C(C)C)ccc1CNC(=O)CC(C)c1ccccc1 (stereo not given)	-11	-4	0	0	-7	15	6	13	14	-1	-8
23	COCCCNc1nc2cc(OC)c(OC)cc2c2nc(-c3ccccc3)nn12	-8	5	-1	-3	-42	22	1	54*	12	13	-12
24	Cc1nn(C)cc1CNC(=O)/C=C/c1cnn(C)c1	-1	4	-1	-3	-13	3	-20	-5	-4	4	-8
25	COc1ccc(N2CC(C(=O)Nc3nnc(SCC(=O)NC(C)(C)C)s3)CC2=O)cc1 (stereo not given)	3	-7	0	-2	29	4	-2	2	-3	-1	3
26	COc1cc(OC)cc(C(=O)N[C@H](C(=O)NC23CC4CC(CC(C4)C2)C3)C(C)C)c1	7	-9	4	8	-1	11	3	14	-2	-10	1
27	CCOC(=O)N1CCC(NC(=O)CS(=O)(=O)Cc2nc(-c3ccccc3Cl)oc2C)CC1	12	-4	-1	31	8	7	16	2	22	-11	15
28	OCCCCc1nccc2c1[nH]c1ccccc12	-11	-2	-1	14	-5	6	-20	13	-16	-11	-3
29	COc1ccccc1CN(C(=O)CNC(=O)c1ccco1)C(C(=O)NCC1CCCO1)c1ccc(OC)c(OC)c1 (stereo not given)	4	7	-1	-18	7	3	-6	7	-9	6	5
30	CC(=O)c1nnn(-c2c(F)cccc2F)c1C	36	4	1	-20	-2	-16	6	-10	24	22	-22

Some values from the list:
entry 15 – Peg3 prom inh = -6
entry 27 – MITF TRPM1 inh = 15

Next structures follow:
nr	smiles	TROY signal inh	KKLEB cytotox	NR2E3 ag-1	Shn3 inh set2	CF NFkB inh	HIF-2a block	NR2E3 ag-2	Peg3 prom inh	C8 TRAIL sens	TWEAK-Fn14 inh	MITF TRPM1 inh
31	CN(Cc1c(F)cccc1Cl)C(=O)COC(=O)Cn1cnc2ccccc2c1=O	9	18	·	-15	-36	14	-7	2	4	1	·
32	O=C(CCN1C(=O)C2C3C=CC(C3)C2C1=O)Nc1ccc(F)cc1 (stereo not given)	-7	3	-1	7	4	6	14	0	10	11	-9
33	CC1(C(=O)NCCC#N)CCN1C(=O)C1(c2ccccc2)CCCC1 (stereo not given)	-1	-11	·	1	-19	14	-24	4	-9	-4	·
34	COC(=O)c1ccccc1NC(=O)c1cc[n+](C)cc1	-31	-6	-1	-15	5	4	-5	-2	-6	-16	12
35	O=C(CSCc1ccc(Cl)cc1)Nc1ccc(O)cc1C(=O)O	14	8	2	10	19	24	-12	2	3	13	8
36	CC(=O)c1cccc(NC(=O)c2cccc(S(=O)(=O)N3CCOCC3)c2)c1	3	-2	-1	12	3	7	-14	7	-3	16	2
37	COc1ccc(S(=O)(=O)N2CCC(c3cc(-c4cccc5ccccc45)n[nH]3)CC2)cc1	16	5	1	48	-14	9	35	10	1	25	-10
38	CC(C)=CC(=O)NCCc1ccccc1	-15	-8	2	-31	9	-96	-111	-157	3	37	-58
39	CCN1C(=NCC2CC2)N[C@@H](c2ccccc2)C(C(=O)OC)=C1C	-3	-7	·	0	14	2	-14	-1	10	7	3
40	CC(=O)NC(C)C12CC3CC(CC(CC(=O)O)(C3)C1)C2 (stereo not given)	-3	-5	2	24	-5	-7	-10	7	-1	4	-12
41	COc1cc([C@@H]2CC=C(C(=O)O)[C@H](c3ccccc3F)N2S(=O)(=O)c2ccc(C)cc2)cc(OC)c1OC	0	4	-4	-10	13	7	-24	-6	-4	0	6
42	Cc1cc2c(OCC(O)CNC(C)(C)C)cccc2[nH]1 (stereo not given)	24	-5	4	-20	10	20	-31	5	-4	-1	-20
43	O=C(CNC(=O)c1sc2ccccc2c1Cl)NCc1cccc(C(F)(F)F)c1	-28	-6	7	12	14	-4	18	-7	6	6	2
44	C#CCNC(=O)C1=C[C@@H](C2CC2)C[C@@H](OCCCCO)O1	-5	17	6	-11	-3	2	-12	2	-14	-3	5
45	Cc1ccc(NC(=O)CN(C)C(=O)CSc2ccc3c(c2)OCCO3)cc1	-19	12	1	-11	-29	-43	-10	-11	-2	-2	3
46	Clc1cccc(Cl)c1-c1nnc2cccc(Cl)n12	14	4	0	20	16	11	3	8	5	-3	10
47	Cc1ccc(S(=O)(=O)N(C)c2cc(S(=O)(=O)N3CCC(C)CC3)c(C)cc2C)cc1	-1	-6	-4	13	5	6	-35	34	19	20	12
48	Cc1cc(C)cc(NC(=S)/C(=C(\[O-])c2ccc(Cl)s2)[n+]2cccc(C)c2)c1	-24	-5	-7	-1	5	6	-31	8	3	-9	10
49	Cc1ccc(NC=C(S(=O)(=O)c2ccccc2)S(=O)(=O)c2ccccc2)cc1	6	6	-1	2	8	12	-9	5	2	-13	6
50	CCOC(=O)c1c(C)nc2c(c(SC)nn2-c2ccccc2)c1N	-12	-2	4	8	6	13	-12	9	6	9	0
51	Cc1ccc(S(=O)(=O)NCCC(=O)NCc2ccc3c(c2)OCO3)cc1C	3	-2	1	8	8	5	-41	16	-8	-29	4
52	CCCCSc1nc2[nH]ncc2c(=O)[nH]1	-20	7	2	16	-5	17	14	19	0	-35	2

High-throughput results from PubChem BioAssay.
